S3 lipid droplet = qHTS Assay for Lipid Storage Modulators in Drosophila S3 Cells; Drosophila S3 cells, BODIPY lipid droplet fluorescence, 18-24 h; cells fed with added oleic acid; lipid storage change, negative = inhibition, % at the top dose, mostly 46.1 µM; hits show Potency in µM; 320,000 tested, 0.64% active; AID 2685, 2010; active means well fitted inhibition curve with a large enough effect in the signal ratio, with a control signal flat, not every such curve was filed as active; inconclusive means small, poorly fitted or top-dose-only effect, or effect the other way, or a change in a side signal; the % refers to the signal ratio
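Laser-scanning cytometry quantifies lipid droplet accumulation (500–530 nm total intensity; droplet/cell object ratio) in oleic acid-fed (400 uM added) Drosophila S3 cells treated with a concentration series. 20 uM Triacsin C defined 100% inhibition.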
S3 lipid droplet cell count max = recorded beside S3 lipid droplet, whose call it bears; cell number change, %; measured here: cell count max response;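 cells counted by Cell Tracker Red CMTPX staining in the red channel; peak over a dose series mostly up to 46.1 µM; percent activity relative to internal control wells on each plate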
* hit, by the source's call; i = inactive; ? = inconclusive; . = no result given; [ ] = remark or other dose. On the % scale 0 is the no-effect control and ±100 the full control effect; potency means the concentration at half of the fitted maximal effect.

SMILES	S3 lipid droplet	S3 lipid droplet cell count max
Cc1cccc(NC(=S)NCCSc2ccc(Cl)cc2)c1	6%	11
CC(=O)Nc1ccc(Nc2ncc([N+](=O)[O-])c(Nc3ccc(NC(C)=O)cc3)n2)cc1	?	.
Cc1cc(C)n(CC(=O)NNC(=O)CC(C)c2ccccc2)n1 (stereo not given)	5%	9
CCCc1nc(SCC(=O)N2CCCC2)c2c(=O)n(C)c(=O)n(C)c2n1	?	.
O=S(=O)(N1CCOCC1)n1c(Cc2ccccc2)nc2ccccc21	i	.
COc1ccccc1NC(=O)/C=C/C(N)=O	?	.
Cc1ccc2c(c1)nnn2C1CCN(C(=O)NC23CC4CC(CC(C4)C2)C3)CC1	?	.
Cc1ccc(NC(=O)CCC(=O)N2CCC(c3ccccc3)=N2)cc1S(=O)(=O)N1CCCCC1	?	.
O=C(Nc1ccccc1F)N(CCCN1CCOCC1)Cc1cc2cc3c(cc2[nH]c1=O)OCCO3	?	.
CCC(C)(C)NC(=O)CN(Cc1ccc2c(c1)OCO2)C(=O)CCC(=O)Nc1cc(C)ccn1	?	.
CNC(=O)CSc1nnc(-c2ccccn2)n1Cc1ccco1	2%	0
CCOC(=O)N1CCC(NC(=O)Cn2ncc3ccccc32)CC1	?	.
CSc1nc2ccccc2cc1/C=C(\C#N)c1ccc(Cl)cc1Cl	-3%	-26
Cc1cccc(OC(C)C(=O)Nc2nccs2)c1 (stereo not given)	?	.
COc1ccccc1CCc1nnc(CCC(=O)NCCOc2cccnc2)o1	21%	9
O=C(Cn1nnc(-c2ccccc2)n1)NNC(=O)c1ccco1	?	.
Fc1ccc(-c2cc3nc4c(c(N5CCOCC5)n3n2)CCCC4)cc1	?	.
COc1ccc(S(=O)(=O)NC(C)C(=O)Nc2ccc3c(c2)OCCO3)cc1OC (stereo not given)	?	.
CCN(CC)CCCNC(=O)CCc1ccccc1	i	.
O=C(CCNS(=O)(=O)c1ccc(Cl)cc1)OCC(=O)c1ccc[nH]1	?	.
Cc1ccc(NC(=S)N(CCCN2CCC(C)CC2)Cc2ccco2)cc1	?	.
COC(=O)CSc1nnc(CNC(=O)Cc2ccccc2)n1C	-9%	2
COC(=O)c1[nH]c2cccc(Cl)c2c1NC(=O)CN1CCCCC1C (stereo not given)	20%	7
Cc1ccc(S(=O)(=O)N2CCCCC2)cc1C(=O)Nc1ccc2cn[nH]c2c1	?	.
COC(=O)c1ccccc1NC(=O)CSc1n[nH]c(C)n1	13%	6
Cn1c(=O)n(C)c2cc(/C=N/NC(=O)c3cccc(Br)c3)ccc21	?	.
O=S(=O)(NCc1cccnc1)c1ccc(Cl)cc1	17%	28
COC(=O)C1=C(C)OC(N)=C(C#N)C1c1ccsc1 (stereo not given)	-1%	-26
COc1ccc(/C=C2\SC(N3CCc4ccccc4C3)=NC2=O)cc1	?	.
O=C(CNC(=O)OCc1ccccc1)Oc1cc2oc(=O)cc(-c3ccccc3)c2cc1Cl	?	.
O=C(Nc1cccc(O)c1)c1cc(S(=O)(=O)N2CCCC2)ccc1Cl	?	.
O=C(Cc1cccs1)NCc1cn2ccccc2n1	?	.
CC(=O)c1cc(CN2C(=O)CCC2=O)cs1	?	.
O=C(C1CC1)N1CCN=C1SCc1ccccc1	-14%	.
COC(=O)CC1C(=O)NCCN1C(=O)OC(C)(C)C (stereo not given)	9%[9.22 µM]	15
COC(=O)CSc1nc(N)c2c3c(sc2n1)CCCC3	?	.
O=C(Oc1coc(CSc2ncccn2)cc1=O)c1ccccc1[N+](=O)[O-]	1%	-10
O=c1c(-c2ccccc2)[n+]([O-])c2ccccc2n1O	i	17
CN(C)S(=O)(=O)c1ccc(NC(=O)CN2CCc3ccccc32)cc1	2%	3
CCN(CC)C(=O)Oc1ccc(Br)cc1C(=O)Nc1ccc(F)cc1F	10%	-4

Next section; the last 2 above are carried over.
SMILES	S3 lipid droplet	S3 lipid droplet cell count max
CN(C)S(=O)(=O)c1ccc(NC(=O)CN2CCc3ccccc32)cc1	2%	3
CCN(CC)C(=O)Oc1ccc(Br)cc1C(=O)Nc1ccc(F)cc1F	10%	-4
OC(CN(c1ccccc1)c1ccccc1)Cn1cnc2ccccc21 (stereo not given)	i	-12
Cc1cc(=O)n2[nH]cnc2n1	1%	-1
CC(C)(C)c1ccc(C2(C)NC(=O)N(CC(=O)NC3CCS(=O)(=O)C3)C2=O)cc1 (stereo not given)	?	.
COc1cc(OC)cc(-n2nnnc2SCC(=O)N2CCCc3ccccc32)c1	?	.
O=C(Nc1ccccc1)Nc1nnc(COc2ccccc2F)s1	?	.
COc1ccccc1NC(=S)NC(C)C(c1cccs1)N1CCOCC1 (stereo not given)	-18%	-12
CC1=CC2=NC(=O)/C(=C\c3cn(C)c4ccccc34)C(=N)N2O1	-24%	11
Cc1ccn2cc(-c3cccc(S(=O)(=O)N4CCCC4)c3)nc2c1	?	.
COc1ccc(C(CNC(=O)COc2ccc(-c3ccccc3)cc2)N2CCOCC2)cc1 (stereo not given)	5%	-11
c1ccc(-c2cc(-c3nn4c(-c5ccco5)nnc4s3)c3ccccc3n2)cc1	i	.
CSc1cccc(NC(=O)CN(c2ccccc2)S(=O)(=O)N(C)C)c1	-4%	-2
COc1cc(C(=O)NCCOc2ccc(C)c(C)c2)cc(OC)c1OC	?	.
CN(C)c1ccnc2sc(C(=O)NCc3ccccc3)c(N)c12	?	.
O=C(CSc1nnc(SCc2ccc(Cl)cc2)s1)N/N=C/c1ccc(C(=O)O)cc1	?	.
CSc1ccccc1NC(=O)CSc1n[nH]c(C)c1[N+](=O)[O-]	?	.
CCOc1ccccc1CNS(=O)(=O)c1ccc2[nH]c(=O)sc2c1	?	.
Cc1ccccc1-n1c(SCc2csc(Nc3ccccc3)n2)nnc1-c1cccnc1	-4%	-12
CCc1ccc(NC(=O)c2cnc(N3CCN(c4ccccn4)CC3)c3ccccc23)cc1	?	.
O=C(CCc1nc2ccccc2c(=O)[nH]1)Nc1ccccc1N1CCCC1	?	.
O=C1OC(C(=O)NCc2ccccc2)Cc2ccccc21 (stereo not given)	4%	-9

Among those listed so far, 2 contain a tert-butyl group:
SMILES	S3 lipid droplet	S3 lipid droplet cell count max
COC(=O)CC1C(=O)NCCN1C(=O)OC(C)(C)C (stereo not given)	9%[9.22 µM]	15
CC(C)(C)c1ccc(C2(C)NC(=O)N(CC(=O)NC3CCS(=O)(=O)C3)C2=O)cc1 (stereo not given)	?	.

Next section
SMILES	S3 lipid droplet	S3 lipid droplet cell count max
CCC(CC)c1nnc(NC(=O)C23CC4CC(CC(NC(C)=O)(C4)C2)C3)s1	?	.
CN1CCN(C(=S)NC(=O)c2ccc(S(=O)(=O)N3CCOCC3)cc2)CC1	?	.
CCOc1ccc(-n2c(Cc3ccccc3)nnc2SCc2c(C)noc2C)cc1	?	.
CCOC(=O)C1=NN(c2ccc([N+](=O)[O-])cc2)CC1C(=O)OC (stereo not given)	-3%	-1
Cc1c(N=c2scc(-c3ccccc3)n2CCO)c(=O)n(-c2ccccc2)n1C	?	.
CC(C)(C)OC(=O)N/N=C/c1c[nH]c2ccccc12	?	.
CCCn1nc(C(=O)Nc2ccc3c(c2)OCCO3)c2ccccc2c1=O	0%	-1
CC1=C(C)C(=O)OC(C(C)C2CCC3C4CC=C5CC(OC6OC(COC7OC(CO)C(O)C(O)C7O)C(O)C(O)C6O)CC(O)C5(C)C4CCC23C)C1 (stereo not given)	-12%	-19
CCN(CC)C1CCN(Cc2c(C(=O)N3CCCCCCC3)nc3ccc(Cl)cn23)C1 (stereo not given)	-9%	-18
CC(C(=O)NCC1CCCCC1)N(C)Cc1ccc(Cl)cc1 (stereo not given)	14%	.
COc1ccccc1NC(=O)CN(c1ccc(C23CC4CC(CC(C4)C2)C3)cc1)S(C)(=O)=O	?	.
Cc1ccc(SCCC(=O)Nc2ccc(OCc3ccccc3)cc2)cc1	?	.
O=C1/C(=C/c2ccccc2[N+](=O)[O-])COc2ccccc21	?	.
C/C=C\C=C\C(=O)Nc1cccc(C2=NOC3(C2)C[C@H](C(N)=O)N(C(=O)c2ccccc2C(=O)c2ccccc2)C3)c1 (stereo not given in full)	8%	1
CN(c1ccc(C(=O)NCc2cccs2)cc1)S(=O)(=O)c1ccccc1	?	.
COc1cc(NC(=O)C(F)(F)F)cc(OC)c1	?	.
CCOC(=O)c1sc2nc(C)nc(NCCc3ccc(S(N)(=O)=O)cc3)c2c1C	?	.
O=C(Nc1ccc(-c2nnc(-c3ccccc3)o2)cc1)C1CCCO1 (stereo not given)	?	.
COc1ccc2oc(C(=O)Nc3ccc(N4CCOCC4)cc3)c(C)c2c1	?	.
Cc1ccccc1OCC(O)Cn1c(Br)nc2c1c(=O)n(C)c(=O)n2C (stereo not given)	1%	-3
Cc1cc(=O)n(CCC(=O)O)c2ccccc12	?	.
O=C(c1ccc(F)cc1)N1CCN(C2CCC(c3ccccc3)CC2)CC1 (stereo not given)	-20%	14
CCCC(=O)Nc1ccccc1NC(=O)c1ccc(OC)cc1	7%	15
O=C(N/N=C/c1ccncc1)c1ccc(COc2cccc3cccnc23)cc1	-7%	24
COC(=O)CSc1nnnn1-c1cccc2ccccc12	15%	.
O=C(CSc1ccc(-c2ccccn2)nn1)c1ccc([N+](=O)[O-])cc1	0%	-10
CCN(Cc1ccc(OC)c(F)c1)C(=O)c1cc2ccccc2o1	i	-19
Cc1cccc(C)c1NC(=S)NC(=O)CCc1ccccc1	6%	-10
CCc1ccccc1NC(=O)CN1CCN(C(=O)CN2C(=O)NC3(CCCCC3C)C2=O)CC1 (stereo not given)	?	.
NC(=O)C1CC(=O)N(CCc2ccc(F)cc2)C1 (stereo not given)	i	28
O=C(/C=C/c1ccccc1[N+](=O)[O-])Nc1cccnc1	6%	-1
CCCn1nc(NS(=O)(=O)c2ccc(F)cc2)c2cc3ccccc3nc21	i	.
O=S(=O)(NC1CC1)c1ccccc1	?	.
CCC(C(=O)O)N1C(=O)/C(=C/c2cccn2C)SC1=S (stereo not given)	?	.
O=C1Nc2ccccc2OC1CC(=O)N1CCN(c2cccc(C(F)(F)F)c2)CC1 (stereo not given)	?	.
Cc1ccc(N(C(=O)CNC(=O)c2ccco2)C(C(=O)NCC2CCCO2)c2ccccc2)c(C)c1 (stereo not given)	?	.
CCOC(=O)C1(C(F)(F)F)N=C(c2cccnc2)OC(N2CCOCC2)=N1 (stereo not given)	-25%	-17
CCC(CC)C(=O)N=C1SC2CS(=O)(=O)CC2N1CCc1ccc(OC)cc1 (stereo not given)	i	12
O=S(=O)(c1ccc(F)cc1)N1CCN(c2ncnc3c2cnn3-c2ccccc2)CC1	?	.
c1ccc(-c2cc(-c3nnco3)c3ccccc3n2)nc1	?	.
COc1ccc(CCNC(=O)c2nnn(CC(=O)Nc3c(C)cc(C)cc3C)c2N)cc1OC	i	-1
CC/C(=C(\c1ccccc1)c1ccc(OCCN(C)C)cc1)c1ccccc1	?	.
COc1ccc(C)cc1NC(=O)CSc1nnc(COc2ccc(C)cc2)n1Cc1ccco1	?	.
CCCCNC(=O)O[C@@H]1C[C@@H]2CCN3C(=O)CCC[C@H]([C@H]1CC)[C@H]23	?	.
O=C(/C=C/c1ccc(Cl)cc1Cl)NCc1ccco1	-4%	-1
O=C(COC(=O)c1cc([N+](=O)[O-])ccc1NCc1ccccc1)NC1CCCCC1	16%	.
CCCCC1=CC2=C(c3ccco3)C(=O)C(C)(OC(=O)c3ccc(OC)cc3)C(=O)C2=CN1Cc1ccccc1 (stereo not given)	?	.
CCOc1ccc(C2=C(C=C(C#N)C#N)C(c3ccccc3)c3ccccc3O2)cc1 (stereo not given)	?	.
COc1cccc(/C=N/n2c(C3CCCCC3)n[nH]c2=S)c1O	-2%	4
COCCCN(C(=O)Nc1cccc(Cl)c1)C(C)c1ccccn1 (stereo not given)	5%	2
Cc1ccc(CSC2=NCCN2S(=O)(=O)c2ccc(F)cc2)cc1	?	.

By substructure, those above with fluorine (13)
SMILES	S3 lipid droplet	S3 lipid droplet cell count max
O=C(Nc1ccccc1F)N(CCCN1CCOCC1)Cc1cc2cc3c(cc2[nH]c1=O)OCCO3	?	.
Fc1ccc(-c2cc3nc4c(c(N5CCOCC5)n3n2)CCCC4)cc1	?	.
CCN(CC)C(=O)Oc1ccc(Br)cc1C(=O)Nc1ccc(F)cc1F	10%	-4
O=C(Nc1ccccc1)Nc1nnc(COc2ccccc2F)s1	?	.
COc1cc(NC(=O)C(F)(F)F)cc(OC)c1	?	.
O=C(c1ccc(F)cc1)N1CCN(C2CCC(c3ccccc3)CC2)CC1 (stereo not given)	-20%	14
CCN(Cc1ccc(OC)c(F)c1)C(=O)c1cc2ccccc2o1	i	-19
NC(=O)C1CC(=O)N(CCc2ccc(F)cc2)C1 (stereo not given)	i	28
CCCn1nc(NS(=O)(=O)c2ccc(F)cc2)c2cc3ccccc3nc21	i	.
O=C1Nc2ccccc2OC1CC(=O)N1CCN(c2cccc(C(F)(F)F)c2)CC1 (stereo not given)	?	.
CCOC(=O)C1(C(F)(F)F)N=C(c2cccnc2)OC(N2CCOCC2)=N1 (stereo not given)	-25%	-17
O=S(=O)(c1ccc(F)cc1)N1CCN(c2ncnc3c2cnn3-c2ccccc2)CC1	?	.
Cc1ccc(CSC2=NCCN2S(=O)(=O)c2ccc(F)cc2)cc1	?	.

Screens from PubChem.

These rows are one share of the data; count on the stated rates, not on these rows.
